Compound activity: PubChem BioAssay, several laboratories
GPR55 beta-arrestin: GPR55 agonists via beta-arrestin recruitment, primary screen, imaging, U2OS cells, beta-arrestin-GFP redistribution (AID 1961) | U2OS GPR55 beta-arrestin-GFP redistribution imaging; higher % means a stronger effect | activation, % at 10 µM; hits with a dose series show EC50 in µM | 290,000 tested, 0.048% active;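 active = activation above 40% with more than 50 cells counted in the well; inconclusive = wells holding fewer than 50 cells, flagged as toxic or sparse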;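 also: U2OS osteosarcoma cells stably expressing GPR55 and beta-arrestin-GFP; plate controls were DMSO negative control for no effect and LPI positive control for full effect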
KOR beta-arrestin-1: kappa opioid receptor activators – cell-based, luminescence, uHTS, primary screen (AID 1777). KOR beta-arrestin recruitment, luminescence; higher % means a stronger effect. one-dose activation, % at 10 µM; EC50 in µM for titrated hits. 280,000 tested, 0.02% active; in the data active = activation above about 50%, passing the limit was not always enough; also: a part of the inactive calls stands beside numbers as strong as those of hits
KOR beta-arrestin-2: KOR antagonists, beta-arrestin recruitment, cell-based, luminescence, uHTS (AID 1778); KOR beta-arrestin recruitment, luminescence, antagonist mode; higher % means a stronger effect; inhibition, % at 10 µM, or IC50 in µM where a hit was titrated; 290,000 tested, 0.091% active; also: strong numbers were not always called active
Rac1 GTP hydrolysis: MgcRacGAP GTPase-activating activity inhibitors, confirmation, biochemical, ADP Hunter fluorescence | MgcRacGAP-stimulated Rac1 GTP hydrolysis, ADP Hunter fluorescence; higher % means a stronger effect; GST-tagged Rac1 F28L mutant substrate | inhibition, % at 30 µM, or IC50 in µM where a hit was titrated | 340,000 tested, 0.6% active | AID 624330;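 active = first-screen hits whose inhibition reached a set limit at any dose in the follow-up dose series; inconclusive = inhibition above the set first-screen limit but never retested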;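 also: fluorescence reports GDP produced by GAP-driven GTP hydrolysis; strong numbers were not always called active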
NOD1 NF-kB reporter: NOD1 signaling inhibitors, primary screen, cell-based, luminescence, uHTS (AID 1578); 290,000 tested, 1% active; inhibition, % at 4 µM, or EC50 in µM where a hit was titrated; NOD1-driven NF-kB luciferase reporter cells, luminescence; higher % means a stronger effect; in the data active = inhibition mostly above about 36%, no sharp cut-off; inactive = mostly below about 34%;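 also: HEK-293T reporter cells stimulated with the NOD1 agonist gamma-tri-DAP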
GPR55 LPI antagonism: GPR55 antagonists blocking LPI-driven arrestin recruitment, primary screen, imaging, U2OS, beta-arrestin-GFP, LPI agonist (AID 2013); U2OS GPR55 beta-arrestin-GFP translocation imaging, LPI antagonism; higher % means a stronger effect; 290,000 tested, 0.13% active; inhibition, % at 10 µM, or IC50 in µM where a hit was titrated;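 active = spots per cell inhibited over 60%, with over 100 cells counted and total cytoplasm intensity under 500,000; inconclusive = wells with under 100 cells, flagged as likely toxic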;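 also: U2OS cells stably carrying GPR55 and arrestin-GFP stimulated by 5 µM LPI near EC80; imaged beta-arrestin-GFP aggregate spots per cell after agonist stimulation; plate controls were LPI-stimulated DMSO wells for no effect and DMSO wells without LPI for full effect; some results filed as inactive read as strong as hits; confirmed hits need IC50 under 10 µM and bright autofluorescent wells are also inconclusive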
Large T inhibition: SV40 large T antigen inhibitors, biochemical (AID 1903); SV40 large T antigen ATPase/helicase inhibition assay; higher % means a stronger effect; 310,000 tested, 0.39% active; inhibition, % at 20 µM, or IC50 in µM where a hit was titrated; in the data active = a potency from the dose series; inconclusive = inhibition mostly from about 32% at the one dose, without a potency; inactive = the rest, 99 in 100 with inhibition below about 32%; also: strong numbers were not always called active
NOD2 inhibition: inhibition of NOD2-driven NF-kB reporter – cell-based, luminescence, uHTS, HEK293 (AID 1566); 290,000 tested, 0.63% active; HEK293 NOD2/NF-kB luciferase reporter, luminescence; higher % means a stronger effect; inhibition, % at 4 µM, or EC50 in µM where a hit was titrated; also: many of its hits are not listed in these tables
HIV fusion peptide: inhibitors of HIV fusion peptide binding, primary screen, biochemical, uHTS, fluorescence dequenching (AID 1986) | 290,000 tested, 0.3% active | cell-free peptide binding, fluorescence dequenching, 30 min; higher % means a stronger effect | inhibition, % at 20 µM, or IC50 in µM where a hit was titrated; in the data active = inhibition mostly above about 52%, no sharp cut-off; inactive = mostly below about 76%; also: some results filed as inactive read as strong as hits
Numbers without * were called inactive; ? = inconclusive; . = not tested or not shown; [ ] = remark or other dose. Rule as the data show it, unless noted: active = inhibition above about 50%; inactive = the rest.

SMILES	GPR55 beta-arrestin	KOR beta-arrestin-1	KOR beta-arrestin-2	Rac1 GTP hydrolysis	NOD1 NF-kB reporter	GPR55 LPI antagonism	Large T inhibition	NOD2 inhibition	HIV fusion peptide
Cc1nc2nc(NCc3cccs3)nn2c(C)c1Cl	-0.1%	-5.5%	4.7%	6.8%	-3.0%	-0.7%	-3.7%	7.2%	-0.4%
O=C(c1cc2ccccc2s1)N1CCN(c2ccccn2)CC1	-0.1%	-0.5%	-14.2%	4.2%	-22.1%	14.8%	1.0%	13.9%	-0.4%
COc1ccc(NC(=O)CSc2ncnc3[nH]ncc23)cc1	-0.2%	3.0%	7.0%	-8.8%	-6.7%	7.6%	2.7%	20.9%	0.4%
Cc1ccccc1C(=O)Oc1ccc(Br)cc1C(=S)N1CCCC1	0.0%	0.9%	2.0%	-2.3%	11.6%	8.9%	4.3%	9.7%	-2.4%
C=CCSc1nc(N)c(C#N)c(-c2ccccc2)c1C#N	0.6%	-1.1%	-8.6%	9.0%	10.1%	3.3%	13.0%	8.6%	3.0%
Cc1ccc(-n2c3nc(=O)[nH]c(=O)c-3cc3c(C)nn(-c4ccccc4)c32)c(C)c1	-0.3%	1.5%	-9.7%	4.7%	-0.2%	11.6%	18.5%	-6.1%	3.0%
CN1CCC(=NNC(=O)CN(c2cccc([N+](=O)[O-])c2)S(=O)(=O)c2ccccc2)CC1	.	-4.1%	2.4%	10.7%	-28.5%	0.8%	1.1%	3.5%	-1.1%
O=C(Nc1nc2ccc(Oc3ccccc3)cc2s1)c1cc([N+](=O)[O-])ccc1N1CCOCC1	0.2%	0.0%	46.0%	10.7%	-38.2%	24.0%	15.7%	-6.2%	0.9%
Cn1nccc1C(=O)Nc1ccc2c(c1)OCCO2	0.3%	-4.1%	-27.1%	1.0%	-45.9%	5.7%	-2.2%	-42.2%	-1.9%
Cc1cccc(N2CCN(C3=NC(=O)C(=C4CCCCC4)S3)CC2)c1	1.1%	3.3%	-10.7%	15.7%	21.8%	8.4%	7.3%	-0.4%	-1.9%
COC(=O)c1c(NC(=O)Cc2ccccc2)sc2c1CC(C)(C)NC2(C)C	-0.1%	-1.3%	-72.7%[20 µM]	13.5%	-15.4%	6.1%	.	12.1%	1.6%
CCn1cc(C(=O)NC2CCC(C)CC2)c(=O)c2cc(S(=O)(=O)N3CCCCC3)ccc21 (stereo not drawn)	-0.1%	-5.4%	-3.0%	.	-25.1%	11.3%	11.3%	-68.5%	-0.8%
CCCCNC(=O)C1CCN(Cc2ccccn2)CC1	-0.1%	3.5%	-6.9%	11.6%	10.3%	6.7%	9.5%	0.6%	-0.4%
Cc1nonc1OCCNC(=O)C12CC3CC(CC(C3)C1)C2	0.0%	-1.6%	21.5%	1.3%	.	17.7%	-1.9%	5.0%	0.6%
COc1nc(N)c(C#N)c(-c2ccc(N(C)CCC#N)cc2)c1C#N	-0.3%	1.2%	12.8%	.	8.7%	2.0%	21.5%	24.9%	-0.3%
Cc1nc(C(=O)O)nn1-c1ccc([N+](=O)[O-])cc1	-0.1%	1.4%	5.6%[20 µM]	9.3%	-9.9%	2.4%	7.2%	13.6%	0.9%
CCCn1c(SCC(=O)N2c3ccccc3CCc3ccccc32)nc2c1c(=O)n(C)c(=O)n2C	-0.3%	5.8%	-31.1%	1.1%	2.1%	9.8%	-0.2%	5.4%	-1.0%
CCSC1=C(C#N)C2(CCCCC2)C(C#N)C(=O)N1 (stereo not drawn)	-0.2%	-1.2%	-12.5%	1.8%	-3.2%	-3.9%	17.4%	10.3%	3.5%
Cc1cccc(-n2nc(C(=O)Nc3ccccc3)n3c(=O)cc(-c4ccccc4)nc23)c1	-0.1%	-0.5%	13.3%	5.2%	-1.9%	-1.9%	10.7%	14.3%	-0.8%
O=C(NCc1ccc(Cl)cc1)c1ccc(CNc2c(N3CCCC3)c(=O)c2=O)cc1	0.6%	-2.4%	21.6%	9.7%	-7.4%	3.8%	.	-1.5%	1.3%

Next section, starting with the last two of the part before.
SMILES	GPR55 beta-arrestin	KOR beta-arrestin-1	KOR beta-arrestin-2	Rac1 GTP hydrolysis	NOD1 NF-kB reporter	GPR55 LPI antagonism	Large T inhibition	NOD2 inhibition	HIV fusion peptide
Cc1cccc(-n2nc(C(=O)Nc3ccccc3)n3c(=O)cc(-c4ccccc4)nc23)c1	-0.1%	-0.5%	13.3%	5.2%	-1.9%	-1.9%	10.7%	14.3%	-0.8%
O=C(NCc1ccc(Cl)cc1)c1ccc(CNc2c(N3CCCC3)c(=O)c2=O)cc1	0.6%	-2.4%	21.6%	9.7%	-7.4%	3.8%	.	-1.5%	1.3%
N#C/C(=C\c1cccs1)Sc1nc2ccccc2s1	-0.1%	5.2%	-2.7%	7.7%	-10.7%	-0.1%	7.5%	-37.5%	-0.3%
Cc1ccc(N(C(=O)c2ccco2)C(C(=O)NC2CCCC2)c2ccco2)c(C)c1 (stereo not drawn)	-0.2%	4.7%	-9.4%	7.0%	9.5%	-5.0%	9.3%	-5.2%	-0.6%
COc1cccc(C(=O)Nc2ccc(C(=O)NCC(C)C)cc2)c1	-0.3%	-2.1%	4.2%	2.8%	-31.5%	2.6%	4.5%	-10.9%	0.2%
Cc1cccc(C2N=C(N)Nc3nc4ccccc4n32)c1 (stereo not drawn)	1.3%	3.3%	19.1%	5.8%	-5.6%	-13.9%	6.5%	12.1%	0.7%
CCOC(=O)CN(C(=O)CSc1nnc(CNc2ccc(F)cc2)o1)c1ccccc1	-0.2%	2.4%	-0.2%	-3.0%	-26.6%	3.9%	0.2%	-4.0%	1.5%
O=C(CCc1c[nH]c2ccccc12)N/N=C/c1ccc2c(c1)OCO2	-0.1%	-6.1%	-15.9%[20 µM]	-2.9%	-15.6%	5.1%	4.6%	14.6%	-1.7%
CS(=O)(=O)N(CC(=O)Nc1ccc(S(=O)(=O)N2CCCC2)cc1)c1ccccc1	-0.1%	-3.7%	-35.0%[20 µM]	4.3%	-27.5%	2.2%	-8.7%	-11.1%	-0.1%
CCOc1ccc(NC(=O)CC2SC(=O)N(c3ccccc3)C2=O)cc1 (stereo not drawn)	-0.1%	-2.3%	-6.9%	28.2%	-33.1%	3.6%	33.0%	-11.6%	6.7%
C=C(C)Cc1c(C)c(C#N)c2nc3ccccc3n2c1N1CCCCC1	0.2%	-1.4%	-24.3%	10.0%	11.3%	5.1%	8.4%	13.5%	-0.3%
CN(CCc1nc2ccccc2[nH]1)Cc1nc(CC2CC2)no1	-0.1%	.	10.7%[20 µM]	3.5%	-5.5%	14.7%	4.2%	-18.7%	1.4%
COc1ccc(N2CCN(CC(=O)c3c(C)n(C)c4ccc(OC)cc34)CC2)cc1	0.0%	4.6%	18.1%	.	-8.3%	1.8%	29.9%	6.9%	0.7%
CCC(=O)Nc1ccc(N2CCCCC2)cc1	-0.2%	14.4%	29.1%	?	0.2%	3.5%	34.9%	-9.0%	0.7%
CN(Cc1ccccc1Cl)C(=O)C1CCC(=O)N(C2CCCCCC2)C1 (stereo not drawn)	-0.2%	-3.9%	19.8%	7.0%	4.6%	-2.8%	.	16.0%	0.8%
O=C(Nc1ccc(N2CCN(C(=O)c3ccco3)CC2)cc1)c1ccc2c(c1)OCO2	0.3%	0.7%	-18.3%	2.4%	-10.5%	4.5%	-0.7%	-38.5%	1.5%
CC(N=c1ccccn1C(=O)Nc1ccc(F)cc1)c1ccco1 (stereo not drawn)	-0.3%	2.8%	-18.9%	2.1%	-1.8%	-1.8%	6.9%	-4.8%	6.9%
COc1cccc(NC(=O)CSc2nnc(Cn3cnc([N+](=O)[O-])n3)n2C)c1	1.1%	-4.0%	16.3%	4.7%	-26.9%	4.4%	12.0%	6.3%	-1.2%
Cc1cc(=O)[nH]c(N/N=C/C2=C(N3CCOCC3)C(=C\c3ccc(Cl)cc3)/CC2)n1	0.8%	3.1%	-29.0%	-3.6%	-11.7%	10.1%	25.1%	0.7%	22.0%
O=C(Nc1cc(N2CCOCC2)ncn1)NC1(C(F)(F)F)Oc2ccccc2O1	0.0%	-2.7%	31.6%	0.4%	-20.9%	10.2%	32.0%	13.2%	2.5%
O/N=C1\CCCc2ccccc21	0.4%	-4.9%	-12.6%	0.6%	-11.3%	-15.6%	11.3%	5.8%	-1.7%
Cc1ccc2nc(-c3ccc(NC(=O)COC(=O)c4ccco4)cc3)sc2c1	0.1%	-3.3%	-10.6%	7.5%	-25.8%	10.6%	3.3%	19.7%	1.4%
O=C(c1ccccc1Br)N1CCN(c2ccc([N+](=O)[O-])c(N3CCOCC3)c2)CC1	-0.2%	0.7%	14.8%	4.3%	-26.0%	3.2%	5.1%	2.9%	-1.1%
C=CCn1c(Sc2nncn2C)nc2c1c(=O)[nH]c(=O)n2C	0.1%	-1.3%	6.0%	6.3%	-28.4%	3.6%	-1.6%	-0.9%	1.3%
CC1CCN(c2nc3c(c(=O)n(C)c(=O)n3C)n2Cc2ccccc2)CC1	0.2%	0.0%	15.5%	8.2%	-9.2%	0.7%	1.9%	16.0%	-1.5%
Cc1ccc(C(=O)N2CCCN(c3nc4cc5c(cc4cc3C#N)OCO5)CC2)cc1	-0.2%	53.5%	-41.0%	6.4%	21.0%	-14.5%	18.7%	-31.0%	87.7%
CCCCCCCC(=O)N/N=C/c1ccncc1	0.0%	3.6%	.	-6.5%	5.4%	-1.6%	13.4%	-3.2%	-1.5%
COc1ccc(OC)c(N2C(=O)C(Cl)=C(N3CCOCC3)C2=O)c1	0.1%	7.9%	-0.2%	19.7%	3.8%	-1.2%	15.3%	-4.0%	1.4%
O=C1OCCC1Sc1nnc(-c2cccs2)n1Cc1ccccc1 (stereo not drawn)	-0.3%	12.5%	-38.9%	8.8%	-3.8%	-1.4%	16.6%	-1.8%	1.4%
CCC(=O)Nc1nnc(CCc2ccccc2)s1	0.2%	6.9%	28.1%	16.9%	-19.3%	-0.1%	5.7%	13.7%	-2.1%

Part of the list above, reduced to GPR55 LPI antagonism, NOD2 inhibition and Rac1 GTP hydrolysis:
Compound	GPR55 LPI antagonism	NOD2 inhibition	Rac1 GTP hydrolysis
CN(Cc1ccccc1Cl)C(=O)C1CCC(=O)N(C2CCCCCC2)C1 (stereo not drawn)	-2.8%	16.0%	7.0%
O=C(Nc1ccc(N2CCN(C(=O)c3ccco3)CC2)cc1)c1ccc2c(c1)OCO2	4.5%	-38.5%	2.4%
CC(N=c1ccccn1C(=O)Nc1ccc(F)cc1)c1ccco1 (stereo not drawn)	-1.8%	-4.8%	2.1%
COc1cccc(NC(=O)CSc2nnc(Cn3cnc([N+](=O)[O-])n3)n2C)c1	4.4%	6.3%	4.7%
Cc1cc(=O)[nH]c(N/N=C/C2=C(N3CCOCC3)C(=C\c3ccc(Cl)cc3)/CC2)n1	10.1%	0.7%	-3.6%

Some of the compounds tested. The share of hits here may be higher or lower than overall.
